Compound activity from PubChem BioAssay.
Ecoli WT growth – growth inhibitors of wild type E. coli, primary screen, strain BW25113 wild type, absorbance readout | E. coli BW25113 growth inhibition, OD600 | inhibition, % at 10 µM | 20,000 compounds, 0.05% hits; in the data active = inhibition above about 40%;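 note: bacteria exposed to compound for 20 hours at 37 °C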
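System: bacterial strain in a whole-cell growth screen; medium: LB broth with 50 µg/mL kanamycin; detection: absorbance at 615 nm; schedule: 20 h exposure, 37 °C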
Starred values were filed as active, the others as inactive.

canonical_smiles	Ecoli WT growth
O=C1C2C3C=CC(C3)C2C(=O)N1CCCCN1C(=O)C2C3C=CC(C3)C2C1=O (configuration not stated)	-0.5
CCCCn1nc(C(=O)N2CCc3ccccc32)c2ccccc2c1=O	7.3
CCOc1ccccc1C(=O)NCc1ccco1	-19.7
CCC(C)c1ccc2oc(-c3ccc(NC(=O)Cn4cnc5c(=O)n(C)c(=O)n(C)c54)cc3)nc2c1 (configuration not stated)	2.5
CCOC(=O)c1cnc2c(OC)cccc2c1N1CCN(c2ccc(OC)cc2)CC1	-5.5
COc1cc(C(N)=O)ccc1OCc1ccccc1	-6.2
COc1ccc(S(=O)(=O)NCCC(=O)NC2CCCCCCC2)cc1	1.5
O=C(CSc1nnc2sc3ccccc3n12)c1ccco1	6.1
CCOc1ccccc1N1CCN(c2nc3ccccc3nc2C(C#N)C(=O)OC)CC1 (configuration not stated)	2.9
CC(=O)O[C@]1(C(C)=O)CC[C@H]2[C@@H]3C=C(C)C4=CC(=O)CC[C@]4(C)[C@H]3CC[C@@]21C	3.1
CCOC(=O)c1cn(CC)c2cc(N3CCOCC3)c(F)cc2c1=O	15.5
O=C(CN1C(=O)c2ccccc2S1(=O)=O)Nc1cccnc1	-18.5
CC(C)(C)N1CC(COc2ccccc2)OC1=O (configuration not stated)	-26.5
Cc1cccc(C)c1NC(=O)CSc1nnc([C@H](C)NC(=O)OC(C)(C)C)o1	-14.9
CCOC(=O)N1CCN(C(=O)CSc2nnc(Cc3ccccc3)o2)CC1	0.0
Brc1cccc(-c2n[nH]c(-c3ccccc3)n2)c1	-14.1
O=C(O)c1cc(=O)cc(C(=O)O)[nH]1	5.3
Cc1ccc(S(=O)(=O)C2(C(=O)Nc3cccnc3)CC2)cc1	-3.2
COc1ccc2c(c1)CCc1c(C(=O)N3CCCc4ccccc43)noc1-2	4.1
COCC(=O)Nc1ccc(N(C)C)cc1	-10.4
CC1CN(S(=O)(=O)c2ccc(NC(=O)CCCN3C(=O)c4ccccc4C3=O)cc2)CC(C)O1 (configuration not stated)	-13.1
CN1CCN(CC(=O)Nc2ccc(Cl)cc2Cl)CC1	-6.5
CCOC(=O)C1=C(CSc2nc(C)cc(C)c2C#N)OC(N)=C(C#N)C1c1cccs1 (configuration not stated)	6.7
O=C(CCC1COc2ccccc2O1)Nc1ncccc1O (configuration not stated)	-5.3
CC(CCc1ccccc1)NC(=O)C1CCN(S(=O)(=O)c2cnc[nH]2)CC1 (configuration not stated)	-1.3
COc1ccccc1N=Cc1nc(-c2ccccc2)oc1OC(C)=O	-4.1
COC(=O)Cc1csc(N)n1	0.1
CS(=O)(=O)N(CC(=O)O)c1ccc2c(c1)OCO2	-18.2
c1ccc2[nH]c(NCCN3CCOCC3)nc2c1	-9.9
O=C(c1cc(-c2ccccc2)on1)N1CCN(Cc2ccc3c(c2)OCO3)CC1	-14.3

Random excerpt: two entries already listed
canonical_smiles	Ecoli WT growth
CCOC(=O)c1cnc2c(OC)cccc2c1N1CCN(c2ccc(OC)cc2)CC1	-5.5
CC1CN(S(=O)(=O)c2ccc(NC(=O)CCCN3C(=O)c4ccccc4C3=O)cc2)CC(C)O1 (configuration not stated)	-13.1

Further compounds
canonical_smiles	Ecoli WT growth
Nc1nc(CN2CCN(c3cccc(Cl)c3)CC2)nc(N2CCCc3ccccc32)n1	-12.1
COc1cccc(OCCOc2c(OC)cccc2OC)c1	-2.1
COc1ccc(N(CC(=O)Nc2cc(C)ccc2C)S(=O)(=O)c2c(C)nn(C)c2C)cc1	-0.5
O=S(=O)(c1ccccc1)N1CCSC1c1ccco1 (configuration not stated)	0.6
COc1cc(Cl)c(S(=O)(=O)N2CCOCC2)cc1Cl	-6.7
Cc1ccccc1NC(=O)NCc1ccco1	5.5
Nc1nc(CN2CCc3ccccc3C2)nc(Nc2ccccc2)n1	-2.4
Cc1c(N(C)C(=O)c2ccco2)c(=O)n(-c2ccccc2)n1C	-19.4
CCOC(=O)C1=C(c2ccccc2)N2CCS(=O)(=O)N=C2S1	-0.5
Cc1nnc(SCC(=O)N2CCc3ccccc32)s1	-14.8
COc1ccccc1N1CCN(S(=O)(=O)CC23CCC(CC2=O)C3(C)C)CC1 (configuration not stated)	0.1
Cc1n[nH]c(C)c1Cc1ccc(C(=O)O)cc1	2.4
O=C(CN1CCN(c2ccccc2)CC1)Nc1ccccc1C(F)(F)F	5.6
COc1ccc(-c2ccc(CCC(=O)O)n2C(C)C)cc1	2.9
COc1ccccc1N(CC(O)CN(c1ccccc1)S(C)(=O)=O)S(=O)(=O)c1ccccc1 (configuration not stated)	-21.9
CCCSc1nnc(-c2ccccc2NC(=O)CC)c(=O)[nH]1	-4.7
CNCCC(Oc1ccc(C(F)(F)F)cc1)c1ccccc1 (configuration not stated)	-2.0
CCOC(=O)C1CCN(C(=O)C2CCN(S(=O)(=O)c3cc(Cl)ccc3Cl)CC2)CC1	-2.8
c1ccc(Cc2nnc3sc(-c4ccncc4)nn23)cc1	-15.2
CCN(CC)C(=O)Cc1cc(C(=O)O)c2ccccc2n1	-16.2
CCOC(=O)c1cc(CNC(=O)c2c(C)oc3c2CCCC3)c(C)o1	-21.1
c1ccc(-n2cnc3cc(NCc4ccccn4)ccc32)cc1	9.1
COc1ccc(-c2nnc(SCC(=O)N3CCCCC3)o2)cc1OC	-0.5
CCOC(=O)CCc1c(C)nc2cc(-c3ccc(F)cc3)[nH]n2c1=O	-2.4
O=C1CCCN1CCCNc1ncnc2c1[nH]c1ccc(Cl)cc12	6.9
O=C(CN1CCN(Cc2ccccc2F)C1=O)NCc1cccnc1	11.4
O=C1C2C3C=CC(C3)C2C(=O)N1CNc1ccc(O)cc1 (configuration not stated)	-3.3
CC(=O)N1CCC(C(=O)Nc2nc(-c3ccccc3)ns2)CC1	-13.1
Cc1nnc(SCc2nc3ccccc3s2)n1-c1ccccc1	9.5
CC1=NC(C(F)(F)F)(C(F)(F)F)C2=C(CC(C)(C)CC2=O)N1Cc1ccco1	-8.4
O=C(OCCCN1C(=O)c2ccccc2C1=O)c1ccco1	10.5
CCCC(CCC)C(=O)NCCN1CCOCC1	1.4
O=C(NCc1ccco1)c1cccc(NC(=O)c2ccccc2)c1	8.3
O=C(CSc1nnc(-c2ccco2)n1-c1ccccc1)N1CCc2ccccc21	1.4
C=CCn1c(=S)[nH]c2ccc(Br)cc2c1=O	2.8
CC(=C1C(=O)c2ccccc2C1=O)N1CCN(Cc2ccccc2)CC1	-3.2
Cc1ccc(C(C)NC(=O)C2CCCO2)cc1C (configuration not stated)	-12.3
CCC(C)(NC(=O)CNC(C)=O)C(=O)NC1CCCCC1 (configuration not stated)	-2.2
Cc1ccc(Cn2nnc3c(=O)n(CC(=O)NCC4CCCO4)cnc32)cc1 (configuration not stated)	5.1
COc1ccc(C(=O)NCC(=O)NC2=NCCS2)cc1	-6.0
CCN(CCCNC(=O)C1CCN(S(=O)(=O)c2cccc3nonc23)CC1)Cc1ccccc1	2.6
OC(CCN1CCCCC1)(c1ccccc1)C1CCCCC1 (configuration not stated)	9.6
Cc1ccc2nc(-c3ccccc3Cl)cc(C(=O)Nc3cc(C)on3)c2c1	1.8
COc1ccc(NC(=O)N2CCC(O)(c3cccnc3)CC2)c(OC)c1	-4.3
Cc1cc(C)cc(N(CC(=O)NC2CCC(C)CC2)S(=O)(=O)c2c(C)noc2C)c1 (configuration not stated)	0.7
O=C(O)C(Oc1ccc2c3c(c(=O)oc2c1)CCC3)c1ccccc1 (configuration not stated)	-15.6
O=C(CSC1=NCCS1)N1CCN(c2ccccc2)CC1	1.3
O=S(=O)(c1cccc(-c2csc(-c3cccnc3)n2)c1)N1CCCCC1	-19.7
CC(=O)c1c(C)[nH]c(C(=O)Nc2c(C)n(C)n(-c3ccccc3)c2=O)c1C	-1.3
CCOC(=O)C1C2C=CC3(CN(Cc4ccco4)C(=O)C13)O2 (configuration not stated)	-3.8
COC(=O)NC1CSCC1OC(=O)c1ccc(Br)cc1 (configuration not stated)	-20.9
O=C(Nc1ccc2c(c1)OCCO2)c1ccc(Cl)c(S(=O)(=O)N2CCOCC2)c1	-9.0
Cc1ccc(CNc2ccc3c(c2)OCO3)cc1	-13.5
CC(C)(C)c1cc(C(=O)NCc2cccnc2)ccn1	-8.1
CCOC(=O)c1c(NC(=O)c2csc(C)c2)sc(C(C)=O)c1C	-14.7
O=C(CCN1Cc2ccccc2C1)c1ccc2c(c1)OCCO2	-20.9
O=C1NC(c2ccco2)Nc2ccccc21 (configuration not stated)	1.6
O=C(Cn1nnc(-c2ccc3c(c2)OCO3)n1)NCc1ccco1	-2.9
Cc1cc(C(=O)Nc2ccc3c(c2)OCCO3)c(C)o1	-5.7
Cc1ccc(-c2nc3ccccc3o2)cc1NC(=O)c1ccc2c(c1)OCO2	-20.5

2 entries from above, with each value named:
c1ccc(-n2cnc3cc(NCc4ccccn4)ccc32)cc1
  Ecoli WT growth = 9.1

O=C(OCCCN1C(=O)c2ccccc2C1=O)c1ccco1
  Ecoli WT growth = 10.5

(further entries)
canonical_smiles	Ecoli WT growth
CCC(Oc1ccc(C)c(C)c1)C(=O)O (configuration not stated)	4.2
O=C(CCn1nc(-c2ccc(Cl)cc2)ccc1=O)N1CCN(c2ccccn2)CC1	8.6
O=C(O)C1C2C=CC(C2)C1C(=O)NCCCn1ccnc1 (configuration not stated)	-17.1
CC1=C(C(=O)Nc2ccc(C)cc2)C(c2ccc(C)o2)C2=C(CC(C)(C)CC2=O)N1 (configuration not stated)	-6.2
Cc1ccc(NC(=O)Cn2cnc3c(=O)n(C)c(=O)n(C)c32)c(C)c1	-17.9
CCOc1ccc(N(CC)C(=O)COc2cc(=O)n(C)c3ccccc23)cc1	5.5
Cc1nc(Nc2ccccc2)[nH]c(=O)c1CCC(C)C	-5.2
CC(Nc1ccc(Br)cn1)c1cc(Cl)ccc1O (configuration not stated)	8.6
O=C(NC1CCS(=O)(=O)C1)c1ccc(S(=O)(=O)NCC2CCCO2)cc1 (configuration not stated)	-23.9
CCOC(=O)C1=C(N)OC2=C(C(=O)CC(C)(C)C2)C1c1ccco1 (configuration not stated)	2.5
Nc1nnc(SCC(=O)Nc2ccccc2N2CCOCC2)s1	-15.7
O=c1nc(NCc2ccco2)sc2ncccc12	-18.9
Cc1c(NC(=O)c2cccc(NC(=O)c3ccco3)c2)cccc1C(=O)O	-25.8
Cn1nnc2cc(C(=O)Nc3cccnc3)ccc21	-23.8
CC(C)OC(=O)CSc1nnc(-c2cccnc2)n1Cc1ccccc1	-5.3
COc1cccc(-c2nnc(SCC(N)=O)n2-c2ccc(Cl)cc2)c1	-5.4
CSc1ccc(Cl)c(C(=O)NCC(C)C)c1	-21.9
COc1ccc(CCC(=O)NCc2cnn(C)c2)cc1	-17.4
Cc1ccc(S(=O)(=O)CC(=O)Nc2ccc(S(=O)(=O)Nc3onc(C)c3C)cc2)cc1	0.8
COc1ccc(S(=O)(=O)N2CCCC2C(=O)Nc2nc3c(s2)CCCC3)cc1 (configuration not stated)	-22.2
COC(=O)c1ccc(NC(=O)CNC(=O)C2CCCCC2)c(C)c1	-14.1
CC1CCCC(C)N1C(=O)c1cc(F)c(F)cc1Cl (configuration not stated)	0.8
O=C(O)C1CCCN1S(=O)(=O)c1ccc2[nH]c(=O)c(=O)[nH]c2c1 (configuration not stated)	-12.5
O=C(c1cccs1)N1CCC(c2ccccc2)C1 (configuration not stated)	-21.1
COc1cc(CN2CCSCC2)cc(OC)c1OC	-0.8
Cc1nnc(SCc2ccccc2F)n1NCc1cccs1	-2.8
COc1ccc(Cn2c(C)nc3c(c2=O)c2nc4ccccc4nc2n3Cc2ccco2)cc1	-2.9
COc1ccccc1N1CCN(C(=O)CN(Cc2ccc(Cl)cc2)S(C)(=O)=O)CC1	-4.7
O=C(CSc1nc2cc(Cl)ccc2s1)N1CCN(C(=O)c2ccco2)CC1	-2.5
CCN(C(=O)c1cccc(F)c1)c1ccccc1C	-15.4
Cc1cccc(C)c1-n1nnnc1S(=O)(=O)Cc1ccccc1Cl	-16.2
CCC1CCCCN1CCCNC(=O)c1ccc(CS(=O)(=O)Cc2ccccc2F)o1 (configuration not stated)	6.0
CS(=O)(=O)N1CCN(C(=O)c2cc(-c3cccs3)nc3ccccc23)CC1	-18.5
O=c1oc2ccccc2c(N2CCCCC2)c1CN1CCCCC1	8.9
O=C(c1ccccc1Br)N1CCN(c2ccccc2)CC1	5.4
CS(=O)(=O)N1CCc2cc(C(=O)N3CCOCC3)ccc21	-18.1
COc1cccc(CNC(=O)C2CCN(c3cnccn3)CC2)c1	-1.4
O=C(O)c1ccccc1Nc1cccc(C(F)(F)F)c1	4.9
CC(=O)Nc1cccc(NC(=O)c2cc(C)on2)c1	-5.4
CC1Cc2cc(/C(O)=C3/C(=O)C(=O)N(CCCn4ccnc4)C3c3ccco3)ccc2O1 (configuration not stated)	-15.7
CCOCCCNC(=O)N[C@@H](Cc1ccccc1)C(=O)OC	-20.3
O=C(NC1CCCCC1)c1cc2nc(-c3ccco3)cc(C(F)(F)F)n2n1	-1.0
O=S(=O)(Nc1ccc(Cc2ccncc2)cc1)N1CCCC1	3.7
O=C(Nc1ccccc1N1CCN(C(=O)c2ccc(Cl)cc2)CC1)c1ccc2c(c1)OCO2	-22.4
Cc1ccc(-c2cc(C(=O)O)n[nH]2)o1	10.5
CCOCCCNC(=O)C1CC(=O)N(C2CCCC2)C1 (configuration not stated)	2.6
Brc1ccc(-c2csc(/N=C/N3CCOCC3)n2)cc1	6.5
CC1(C)CNC(=O)c2sc(NC(=O)CN3CCOCC3)nc2C1	4.2

These rows are one share of the data (hit frequency here may not be typical).
